Mito fusion act: qHTS Assay for Small Molecule Inhibitors of Mitochondrial Division or Activators of Mitochondrial Fusion | S. cerevisiae fusion-defective mutant growth rescue, CellTiterGlo 48 h | Potency, µM (highest dose often 46.1 µM), for the others: at the top dose growth rescue (activation), most hits filed as activators | hit rate 0.23% among 320,000 | AID 485298, 2010;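 also: potency is read from the fitted curve at half-maximal effect; % of control where 0% means no effect; nearly all actives have a fitted effect of over 45% in size; temperature-sensitive fusion mutants such as fzo1-1 at 37 °C on non-fermentable ethanol glycerol medium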
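S. cerevisiae fusion-defective temperature-sensitive mutants (e.g. fzo1-1, mgm1-5) grown 48 h at 37C in YPEG (ethanol/glycerol non-fermentable) medium with 23 nl compound per well; growth rescue read as CellTiterGlo luminescence.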
ELG1 DNA repair: qHTS screen for small molecules that inhibit ELG1-dependent DNA repair in human embryonic kidney (HEK293T) cells expressing luciferase-tagged ELG1; HEK293T ELG1-luciferase reporter, luminescence, 16 h; DNA damage induced by 5-fluorouridine; AID 504467, 2011; hit rate 2.3% among 330,000; Potency, µM (titrated, usually from 46.1 µM), for the others: top-dose activity change, negative = inhibition, most hits filed as inhibitors; also: potency is read from the fitted curve at half-maximal effect; % is scaled to controls: 0 for no effect and ±100 for the full control effect; nearly all actives have a fitted effect of over 55% in size
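Luminescence from the luciferase reporter, measured 30 min after ONE-Glo reagent at room temperature, was the read-out. Beforehand, 2,000 cells per well were exposed for 16 hr at 37 °C to 5-fluorouridine together with compound or vehicle.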
BCR signal inh: qHTS Assay to Find Inhibitors of Chronic Active B-Cell Receptor Signaling. ABC-DLBCL IkBa-CBG/CBR reporter, luminescence ratio, 4 h. Potency, µM (doses to about 46.1 µM), for the others: at the highest dose ratio change, negative = lower green/red ratio, hits mostly inhibitors. hit rate 0.05% among 340,000. AID 493014, 2011; active = well fitted inhibition curve with a large enough effect in the signal ratio, with a control signal flat, not every such curve was filed as active; inconclusive = small, poorly fitted or top-dose-only effect, or effect the other way, or a change in a side signal; the % refers to the signal ratio;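 also: potency is read from the fitted curve at half-maximal effect; plate controls were basal doxycycline-induced cells for no effect and cells given 10 µM MG132 for full effect; MG132 reads +100%, hits lower the ratio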
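Compounds up to 46 uM were incubated four hours with TMD8 cells whose green CBG68 luciferase is fused to IkappaBalpha; red CBR luminescence normalised the signal, and concentration-effect curves were fitted to fusion, red and ratio data.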
TSHR antag: Antagonists of the Thyroid Stimulating Hormone Receptor: HTS campaign; Thyrotropin receptor (Homo sapiens), P16473; TSHR-expressing cells, TSH-stimulated cAMP HTRF, 2 h; active compounds read low; activity change, negative = inhibition, % at 11.5 µM; hit rate 0.2% among 330,000;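 active = activity change below a set negative limit, meaning inhibition stronger than a set level, cut at about -70% in these data; inconclusive = activity change between two set negative limits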; also: % is scaled to controls: 0 for no effect and ±100 for the full control effect
Target sequence (P16473 whole entry, looked up): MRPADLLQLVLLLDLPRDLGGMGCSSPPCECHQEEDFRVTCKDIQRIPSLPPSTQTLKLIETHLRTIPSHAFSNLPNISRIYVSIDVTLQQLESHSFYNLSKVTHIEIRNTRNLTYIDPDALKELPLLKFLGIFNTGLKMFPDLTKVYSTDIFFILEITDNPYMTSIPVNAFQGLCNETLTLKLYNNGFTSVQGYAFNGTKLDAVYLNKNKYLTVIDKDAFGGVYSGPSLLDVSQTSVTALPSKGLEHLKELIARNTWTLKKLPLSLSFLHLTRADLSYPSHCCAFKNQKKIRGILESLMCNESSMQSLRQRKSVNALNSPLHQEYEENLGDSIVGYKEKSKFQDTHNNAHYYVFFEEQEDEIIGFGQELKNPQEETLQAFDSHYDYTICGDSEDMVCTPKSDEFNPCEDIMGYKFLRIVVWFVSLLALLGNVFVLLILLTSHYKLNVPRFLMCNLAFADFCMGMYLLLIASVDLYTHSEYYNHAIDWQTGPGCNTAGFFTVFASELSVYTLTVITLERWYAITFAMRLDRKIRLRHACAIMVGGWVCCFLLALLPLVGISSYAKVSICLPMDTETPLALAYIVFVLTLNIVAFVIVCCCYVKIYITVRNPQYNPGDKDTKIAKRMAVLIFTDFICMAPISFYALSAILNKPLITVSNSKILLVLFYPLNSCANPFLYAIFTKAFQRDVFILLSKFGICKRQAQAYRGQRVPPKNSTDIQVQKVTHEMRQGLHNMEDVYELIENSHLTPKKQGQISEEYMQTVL
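TSHR-expressing cells were treated with compounds, then stimulated with TSH at EC80 (4nM final) for 2 hours at 37 deg C. Cellular cAMP was measured by HTRF competition between lysate cAMP and cAMP-d2 for a cryptate-labelled anti-cAMP antibody.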
TCR act: Activators of T cell receptors: qHTS campaign; Potency, µM (doses to about 9.22 µM), for inactives: at the highest dose activation of IL-2 secretion, hits mostly activators; 330,000 tested, under 10 active; primary human leukocytes, anti-CD3, IL-2 HTRF, 48 h; also: % of control where 0% means no effect
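Activity was scored as IL-2 release from primary human leukocytes given only a TCR signal (a-CD3 beads) plus compound for 48 hr. Detection used a two-antibody HTRF format read at 665nm.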
Integrin act MD: qHTS for Activators of Integrin-Mediated Alleviation for Muscular Dystrophy | alpha7betagal myoblasts, beta-gal FDG fluorescence, 48 h | Potency, µM (highest dose often 38.3 µM), for the others: at the highest dose activation, actives largely listed as activators | hit rate 0.064% among 350,000;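 also: potency is read from the fitted curve at half-maximal effect; 100% = response of the positive control SU9516; nearly all actives have a fitted effect of over 60% in size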
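alpha7betagal+/- myoblasts (passage 13, 250/well) treated 48 h at 37C with compounds at 1:260 dilution of DMSO stock. Lysed, then beta-galactosidase activity read as FDG fluorescence (ex 480/em 540) after 30 min, with pre-read for autofluorescence.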
Eya2 inh: qHTS Assay for Inhibitors of the Phosphatase Activity of Eya2; Protein phosphatase EYA2 (Homo sapiens), O00167; recombinant Eya2, OMFP fluorescence dephosphorylation (OMFP is methylfluorescein phosphate); Potency, µM (top dose mostly 76.9 µM), for the others: at the top dose activity, negative = inhibition, actives largely listed as inhibitors; hit rate 0.006% among 330,000; AID 488837, 2010; also: potency is read from the fitted curve at half-maximal effect; % is scaled to controls: 0 for no effect and ±100 for the full control effect
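Eya2 protein (added as 0.2 uM solution) was preincubated with compound for 10 min at ambient temperature in 50 mM HEPES pH 7.5, 50 mM NaCl, 5 uM MgCl2, 0.05% BSA, 1 mM DTT. OMFP (added at 50 uM) then reacted 10 min; fluorescence read at 485/525 nm.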
AT treatment: qHTS Assay for Identifying a Potential Treatment of Ataxia-Telangiectasia | AID 485349, 2010 | […] A-T fibroblasts, KAP-1 phosphorylation AlphaLISA; neocarzinostatin DNA damage 30 min before lysis | Potency, µM (series often up to 57.5 µM), inactives show at the top dose activation, actives largely listed as activators | hit rate 0.19% among 320,000; also: potency is read from the fitted curve at half-maximal effect; % of control where 0% means no effect; nearly all actives have a fitted effect of over 45% in size
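hTERT-immortalized A-T patient fibroblasts ([…]), 500 cells/well in OPTI-MEM, 1% FBS, got compounds for 60 min, then NCS for 30 min at 37C. Lysates were then assayed for phospho-KAP-1 by AlphaLISA (anti-pKAP1 donor, anti-KAP1 acceptor beads), 6 hr at 25C.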
TSG101-PTAP inh: qHTS Assay for Iinhibitors of HIV-1 Budding by Blocking the Interaction of PTAP/TSG101; Fluorescence polarization, FITC-PTAP peptide / Tsg101 binding; Tumor susceptibility gene 101 protein (Homo sapiens), Q99816; AID 493005, 2010; 340,000 tested, under 10 active; Potency, µM (highest dose often 115 µM), without a hit: at the highest dose activity change, negative = inhibition, most hits filed as inhibitors; active = well fitted inhibition curve with a large enough effect in the main read-out, with a control signal flat, not every such curve was filed as active; inconclusive = small, poorly fitted or top-dose-only effect, or effect the other way, or a change in a side signal; inactive = no such curve, though single readings can be large or run the other way; also: potency is read from the fitted curve at half-maximal effect; % of control where 0% means no effect
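Tsg101 binding domain (10 uM final) was mixed with compound and a FITC-labeled PTAP peptide (50 nM final) in HEPES pH 7.5 buffer with NaCl, Tween 20, EDTA and TCEP; fluorescence polarization was read after 20 min at r.t.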
ASM inhibitor: Inhibitors of Secretory Acid Sphingomyelinase (S-ASM): qHTS | AID 504937, 2011 | hit rate 0.006% among 340,000 | Sphingomyelin phosphodiesterase (Homo sapiens), P17405 | placental ASM, HMU-PC fluorogenic substrate, 60 min | Potency, µM (titrated, usually from 57.5 µM), for inactives: at the highest dose activity change, negative = inhibition, usual class: inhibitors; also: potency is read from the fitted curve at half-maximal effect
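Fluorescence read-out (Ex 386 nm, Em 447 nm) after stopping the reaction at pH 10. Enzyme: ASM from human placenta; substrate HMU-PC0, 9 uM final; 60 min, 37 °C. Compound preincubation 10 min, ambient temperature.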
Tb PFK inh: qHTS Assay to Find Inhibitors of T. brucei phosphofructokinase; ATP-dependent 6-phosphofructokinase (Trypanosoma brucei brucei), O15648; T. brucei PFK, ADP-Glo luminescence; Potency, µM (series often up to 57.5 µM), for the others: at the highest dose activity, negative = inhibition, usual class: inhibitors; hit rate 0.17% among 330,000;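 also: potency is read from the fitted curve at half-maximal effect; 0% = uninhibited 1x PFK enzyme wells and -100% = no-enzyme wells; nearly all actives have a fitted effect of over 60% in size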
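Luminescent ADP detection (ADP-Glo, two-step: ATP depletion then ADP-to-ATP conversion for luciferase) reported PFK activity after 45 min room-temperature reaction of 1.25 nM enzyme with 0.5 mM F6P and 0.1 mM ATP at pH 8.0.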
* = called active by the depositor; ? = inconclusive; . = not tested or not shown; [ ] = another dose, or the depositor's remark. Unless noted, calls follow the shape of the dose curve; as a rule, active = well fitted curve in the direction sought with a large enough effect; inconclusive = small, poorly fitted or top-dose-only effect, or another doubt; inactive = no such curve, though single readings can be large; an effect the other way counts as inactive or inconclusive.

SMILES	Mito fusion act	ELG1 DNA repair	BCR signal inh	TSHR antag	TCR act	Integrin act MD	Eya2 inh	AT treatment	TSG101-PTAP inh	ASM inhibitor	Tb PFK inh
CC(C)Cn1c(N)c(C(=O)COC(=O)c2c(O)c(Cl)cc(Cl)c2Cl)c(=O)n(C)c1=O	22%	-30%	-4%	-24	6%	9%	4%	-5%	-6%	-20%	-1%
COc1ccccc1OCC(=O)Nc1cc2c(cc1C(=O)O)OCCCO2	6%	-1%	?	-9	-6%	?	-6%	-3%	1%	-2%	1%
Cc1cccc(N(CC(=O)NC(C)(C)C)C(=O)CNC(=O)c2cccs2)c1	-5%	4%	2%	-1	0%	-25%	-7%	-2%	-13%	2%	0%
COc1ccc(/C=C(\NC(=O)c2ccc(OC)cc2)C(=O)NC(CCSC)C(=O)O)cc1 (centres undefined)	1%	0%	-4%	6	0%	1%	11%	1%	-4%	4%	2%
O=C(Cn1nnc(-c2ccccc2)n1)NNC(=O)c1ccco1	?	5%	0%	1	.	9%	0%	0%	-2%	6%	6%
CC(C)(O)C#Cc1ccccc1C(=O)NC(CC(N)=O)C(=O)O (centres undefined)	-4%	.	.	.	-3%	7%	.	.	-4%	3%	.
O=C1O/C(=C/C(=O)N2CCOCC2)c2ccccc21	-1%	3%	-23%	7	-2%[46.1 µM]	6%	-3%	0%	-3%	1%	1%
Cc1c(Br)cc(C(=O)N2CCCCCC2)c(C)c1C	5%	1%	3%	-1	2%	1%	9%	.	-8%	-1%	4%
Cc1c(CC(=O)O)c(=O)oc2cc3oc4c(c3cc12)CCCC4	10%	7%	-19%	-12	7%	22%	-7%	-7%	-7%	136%[activator]	1%
CCOC(=O)C(NC(=O)c1ccccc1)(OCC1(CC)COC1)C(F)(F)F (centres undefined)	1%	8%	-8%	-4	-2%[46.1 µM]	0%	4%	-2%	-1%	-2%	-7%
COc1ccc(C(=O)O)nc1C	5%	0%	?	22	0%	-8%	5%	13%	1%	9%	-21%
CCOc1ccccc1C(=O)OCC(=O)NCCc1ccc(OC)cc1	5%	5%	-6%	-18	-10%	6%	-9%	3%	0%	0%	-1%
COc1ccc(C(=O)/C=C\N2CCOCC2)cc1	3%	?	?	0	1%	2%	27%	2%	-2%	2%	-1%
COc1ccccc1NS(=O)(=O)c1ccccc1C#N	-1%	-4%	0%	-3	3%	4%	8%	5%	-5%	-3%	-7%
CC(C)[C@H](NC(=O)NC1CCN(Cc2ccccc2)CC1)C(=O)O	-9%	-3%	?	1	6%	0%	-4%	3%	-7%	7%	4%
O=C(NCCCNC(=O)c1ccc(-c2cc(Cl)ccc2Cl)o1)c1cnccn1	-5%	?	-13%	-6	11%	14%	-12%	16%	-4%	-2%	0%
CC1CN(C(=O)C2CC(=O)N(c3ccc(Cl)cc3)C2)CC(C)O1 (centres undefined)	-2%	13%	-1%	-4	-1%	?	-7%	-5%	-2%	5%	-6%
CCOC1=C/C(=C/c2c(N)n3nc(-c4ccccc4)sc3nc2=O)C=CC1=O	0%	-8%	?	-13	2%	13%	-2%	-2%	7%	-3%	0%
Cc1csc(NC(=O)NCC2CCCC(CNC(=O)Nc3nc(C)cs3)C2)n1 (centres undefined)	4%	?	?	-5	-1%	-16%	-14%	5%	1%	-3%	-10%
Cc1cc(N2CCN(C)CC2)nc2ccc(NC(=S)NCCCN3CCc4ccccc4C3)cc12	-7%	?	-2%	-2	-1%	-54%[inhibitor]	0%	-3%	-5%	112%[activator]	-4%
COc1ccc(-c2nc(N)nc(C(F)(F)F)c2-c2cscn2)c(O)c1	0%	9%	?	-3	-9%	2%	-6%	6%	-1%	2%	3%
CC(C)CN1C=C2C(=O)C(C)(OC(=O)C3CCCC3)C(=O)C=C2C=C1c1ccsc1 (centres undefined)	-7%	1%	?	-7	-3%	17%	7%	-26%	-6%	8%	3%
COc1ccc(CNC(=O)CSc2ccsc2[N+](=O)[O-])cc1	6%	?	0%	0	0%	-28%	-2%	2%	-5%	-4%	-15%
COc1ccc(CCn2c(=N)c(C(=O)NCC3CCCO3)cc3c(=O)n4cccc(C)c4nc32)cc1 (centres undefined)	4%	?	6%	-10	-1%	-24%	-4%	-5%	1%	208%[activator]	3%
Cc1cccc(NC(=O)C2CCCN(S(=O)(=O)c3cccc4nsnc34)C2)n1 (centres undefined)	1%	?	?	-11	1%	-5%	-5%	.	2%	-2%	2%
O=C(CSc1ccccc1C(=O)O)Nc1cccc(C(=O)O)c1	-3%	13%	?	-1	-4%	5%	14%	11%	-5%	2%	5%
Cc1ccsc1C(=O)OCc1nc2ccsc2c(=O)[nH]1	0%	?	?	10	6%	0%	-25%	4%	1%	5%	9%
CCOC(=O)C1CCCN(C(=O)CSc2ccccc2)C1 (centres undefined)	0%	?	3%	-3	-4%[46.1 µM]	30%	-4%	-6%	-1%	5%	-3%
Cc1cc(=O)n(C)c(=O)n1CCCCCCOc1ccc([N+](=O)[O-])cc1	-3%	-11%	8%	6	-1%	.	-6%	0%	.	.	-6%
CCc1ccc(CN(C)C(=O)C2CCC(=O)N(Cc3ccccn3)C2)cc1 (centres undefined)	1%	0%	3%	-8	11%	-21%	-7%	3%	-2%	3%	-9%
Cc1ccc(Cl)cc1Nc1nc(-c2sc(NC(=O)c3ccco3)nc2C)cs1	-1%	8.2µM*	?	-2	2%	-1%	5%	5%	0%	-24%	0%
COCC(C)NC(=O)COc1ccc(Cl)cc1Cl (centres undefined)	3%	-19%	?	8	1%[46.1 µM]	16%	1%	3%	-1%	3%	-3%
O=C1CC(c2ccccc2)n2nc(NC(=O)c3cccs3)nc2N1 (centres undefined)	-1%	0%	-3%	9	-7%	12%	0%	6%	0%	-5%	2%
COc1ccccc1C1C(C#N)=C(N)Oc2c1oc(CO)cc2=O (centres undefined)	-14%	-8%	13%	11	1%	17%	2%	-2%	-3%	-1%	-8%
OC(c1ccc(Cl)cc1)C(CN1CCOCC1)c1ccccc1 (centres undefined)	-50%[inhibitor]	7%	-4%	4	13%	-13%	1%	5%	-3%	0%	0%
O=C(c1cccs1)N1CCN(c2nnc(-c3ccccc3)c3ccccc23)CC1	27%	?	-10%	-11	2%	-11%	-12%	4%	0%	-2%	0%
COc1cccc(C(=O)Nc2ccc(NC(=O)C3CC3)cn2)c1	0%	?	?	4	-1%	12%	11%	4%	-4%	0%	-11%

Entries from the list above with a CF3 group, in the order listed:
SMILES	Mito fusion act	ELG1 DNA repair	BCR signal inh	TSHR antag	TCR act	Integrin act MD	Eya2 inh	AT treatment	TSG101-PTAP inh	ASM inhibitor	Tb PFK inh
CCOC(=O)C(NC(=O)c1ccccc1)(OCC1(CC)COC1)C(F)(F)F (centres undefined)	1%	8%	-8%	-4	-2%[46.1 µM]	0%	4%	-2%	-1%	-2%	-7%
COc1ccc(-c2nc(N)nc(C(F)(F)F)c2-c2cscn2)c(O)c1	0%	9%	?	-3	-9%	2%	-6%	6%	-1%	2%	3%

Assay outcomes as filed in PubChem.

Random draw from the library. About 3.2% of those tested had a hit in this group.
